# Source: PubChem (Columbia University Molecular Screening Center)
# mHtt clearance – mutant huntingtin protein clearance; HeLa Exon1htt(103Q)mCFP, aggregate imaging; zero = plate's median compound well; inhibition, % at 1.5 µM; 47,000 compounds, 0.42% hits; AID 853;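 active = inhibition of aggregate fluorescence above about 70%, also judged a hit by eye on the cell image, limit read from the data, passing the limit was not always enough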;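 also: cells exposed to compound for three days before fixation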
# mHtt clearance grain fraction – second read-out of mHtt clearance, no call of its own (marks repeat the call); fraction fluorescence in grains; measured here: aggregate grain fluorescence fraction; hits give low values;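 scaled fraction of total cell fluorescence in grains with unit not stated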
# * hit, by the source's call.
SMILES,mHtt clearance,mHtt clearance grain fraction
CCOC(=O)c1c(-c2ccc(Cl)cc2)cn2ccccc12,-2,32
CCn1c2ccccc2c2nnc(SCC(=O)Nc3c(C)n(C)n(-c4ccccc4)c3=O)nc21,-35,45
O=C(Cc1ccccc1)Nc1nc2ccccc2s1,-14,20
Cn1c(=O)c2[nH]c(Nc3ccccc3)nc2n(C)c1=O,55,8.7
Cc1ccc(NC(=O)CN(c2ccc3c(c2)OCO3)S(=O)(=O)c2c(C)n[nH]c2C)cc1,-248,116
CCC1Oc2ccc(Cl)cc2N(CC(=O)O)C1=O (centres undefined),-80,60
CCCCNCC(=O)Nc1sc(C)c(C)c1C(=O)OCC,14,16
COc1ccc(-c2ncc3ccccn23)cc1,-52,30
Cc1cccc(C(=O)N2CCN(c3ccc([N+](=O)[O-])c(NCc4ccco4)c3)CC2)c1,0,22
COC(=O)c1ccccc1NC(=O)c1ccc(NS(C)(=O)=O)cc1,14,17
CCC(CO)Nc1ncnc2c1cnn2-c1ccc(OC)cc1 (centres undefined),-18,44
NC1=NC2(CCCCC2)n2c(nc3ccccc32)N1,25,13
O=C(CSc1nnc(COc2ccc(Cl)cc2)o1)N1c2ccccc2CCc2ccccc21,4,36
C=CCSC1=N/C(=C\c2ccsc2)C(=O)S1,-4,39
Cc1cc(C)n(C(=O)Cc2cn3ccsc3n2)n1,50,14
CCOC(=O)CSC1=C(C#N)C(c2ccc(F)cc2)C(C(C)=O)=C(C)N1 (centres undefined),26,24
Brc1ccc2c(c1)C(c1cccs1)=NNC(c1cccnc1)=N2,-42,55
COc1ccc(S(=O)(=O)N2CCN(C(=O)c3cccs3)CC2)cc1,40,12
CCS(=O)(=O)N1CCN(C(=O)c2cccs2)CC1,27,33
COc1ccc2nc(NC(=O)C(NS(=O)(=O)c3cccs3)C(C)C)sc2c1 (centres undefined),23,14
Cc1cc2cc(CNS(=O)(=O)c3ccc4ccccc4c3)ccc2n1C,4,46
CSc1nnc(-c2cc3ccccc3cc2O)n1C,6,41
CCN(CC)CCNC(=O)c1c(O)c2c([nH]c1=O)CCCC2,10,36
CN(C)S(=O)(=O)N1CCC(C(=O)O)(c2ccccc2)CC1,0,19
Cc1c(N=CN2CCOCC2)c(=O)n(C)c(=O)n1C,-17,44
O=C(Nc1ccc(F)cc1)NC1(C(=O)NCc2ccco2)CCCCC1,-11,38
C/C(=N/n1cnnc1)c1cccnc1,10,34
CC(NC(=O)CSc1nc2ccccc2c(=O)[nH]1)c1ccccc1 (centres undefined),-48,25
Cc1cccc(N2CCN(C(=O)c3cn(C)c(=O)c4c3c3ccccc3n4C)CC2)c1C,11,36
COc1cccc(NC(=O)CN2CCN(c3ccccc3F)CC2)c1,-12,19
Cc1cc(C)c(NC(=O)C(C)Sc2nc3ccc(N4C(=O)c5ccccc5C4=O)cc3s2)c(C)c1 (centres undefined),-25,44
Cc1cc(Br)ccc1SCC(=O)OCC(=O)N1CCN(C(=O)c2ccco2)CC1,32,25
Cc1cccc(C)c1OCc1nnc(SCC(=O)Nc2nccs2)n1-c1ccccc1,-40,23
COc1ccnc(N=CNOCc2cccc(Cl)c2Cl)c1C#N,-77,35
CC(=O)N1CCN(C(C)=O)C1c1ccccc1,2,20
CCC(C)(C)n1nnnc1CN1CCC(NC(=O)c2ccc(Br)cc2)CC1,-34,25

# Some of the entries so far, with bars between the fields.
canonical_smiles | mHtt clearance | mHtt clearance grain fraction
Cc1cccc(N2CCN(C(=O)c3cn(C)c(=O)c4c3c3ccccc3n4C)CC2)c1C | 11 | 36
COc1cccc(NC(=O)CN2CCN(c3ccccc3F)CC2)c1 | -12 | 19
Cc1cc(C)c(NC(=O)C(C)Sc2nc3ccc(N4C(=O)c5ccccc5C4=O)cc3s2)c(C)c1 (centres undefined) | -25 | 44
Cc1cc(Br)ccc1SCC(=O)OCC(=O)N1CCN(C(=O)c2ccco2)CC1 | 32 | 25
Cc1cccc(C)c1OCc1nnc(SCC(=O)Nc2nccs2)n1-c1ccccc1 | -40 | 23

# Going on with the list.
SMILES,mHtt clearance,mHtt clearance grain fraction
CS(=O)(=O)N1N=C(c2ccc(Br)cc2)CC1c1cccs1 (centres undefined),19,31
Cc1cc(C)c(C#N)c(SCCS(=O)(=O)c2ccc(C(C)(C)C)cc2)n1,-4,29
Oc1ccc(Br)cc1-c1cc(-c2ccc(Cl)cc2)n[nH]1,31,14
Cc1cccc(NC(=O)CSCc2c(C)noc2C)c1C,-4,19
CCOC(=O)C1CCN(S(=O)(=O)c2cccc(-c3cn4ccccc4n3)c2)CC1,37,21
C=CCNC(=O)C12CC3CC(C1)CC(C(=O)NCC=C)(C3)C2,-43,28
CCc1ccccc1NC(=O)CN(c1cccc(OC)c1)S(C)(=O)=O,-6,19
Cc1cccc2cc(CN(Cc3ccc(F)cc3)C(=O)N(C)C)c3nnnn3c12,29,26
CC(=O)Nc1ccc(OCC(O)Cn2c3ccccc3c3ccccc32)c(C)c1 (centres undefined),23,26
CCN(c1c(C)n(C)n(-c2ccccc2)c1=O)S(C)(=O)=O,4,42
CC(C(=O)Nc1nccs1)N1C(=O)C2CC=CCC2C1=O (centres undefined),-7,42
CCN(Cc1ccccc1)C(=O)C1CCC(CNc2c(N3CCOCC3)c(=O)c2=O)CC1 (centres undefined),62,16
COc1ccccc1N(C(=O)c1ccco1)C(C(=O)NC1CCCC1)c1cccnc1 (centres undefined),-13,39
CCOC(=O)C1=C(C)NC2=C(C(=O)CC(C)(C)C2)C1c1coc2ccccc2c1=O (centres undefined),-16,24
CCC(=O)Nc1ccc2c(c1)ncn2-c1ccccc1OC,1,35
CC(C)C(C)(C#N)NC(=O)CSc1nnc(C(F)(F)F)n1C (centres undefined),26,31
COc1ccc(-n2c(SCC(=O)c3c(N)n(C)c(=O)n(C)c3=O)nc3ccccc32)cc1,-34,28
CC(C)c1ccc(NC(=O)c2cnn(-c3ccccc3)c2NC(=O)c2ccco2)cc1,1,30
COc1ccc(S(=O)(=O)NCc2ccc3c(c2)OCO3)cc1C(=O)O,-7,18
CCc1ccccc1N=C1SCC(=O)N1C,2,33
Nc1nc(C2CCCCC2)cs1,-28,26
O=C1C2C3C=CC(C3)C2C(=O)N1CCN1CCN(S(=O)(=O)c2ccc3ccccc3c2)CC1 (centres undefined),25,14
C=CCn1c(SCC(=O)Nc2ccccc2OC)nnc1-c1ccccn1,6,17
O=C(CSc1nnc(Cc2ccccc2)o1)NC1CC2CCC1C2 (centres undefined),-41,25
Cc1nc(NC2=NCN(CCCN3CCOCC3)CN2)nc2c(C)cccc12,58,19
CCOC(=O)NC1(C(F)(F)F)NC(=O)N(Cc2ccco2)C1=O (centres undefined),2,35
CC1CCCC(NC(=O)C2CCN(S(=O)(=O)N3CCOCC3)CC2)C1C (centres undefined),-32,49
CC(NC(=O)OCc1ccccc1)C(=O)N1CC(O)CC1C(=O)O (centres undefined),-80,35
C=CCn1c(SCC(=O)NC2CCS(=O)(=O)C2)nc2scc(C3CC3)c2c1=O (centres undefined),-3,38
COc1ccc(C)cc1NC(=O)c1cc2cc3ccc(C)cc3nc2o1,12,32
COc1cccc(C2CC(c3cccs3)=NN2C(=S)Nc2ccccc2)c1OC (centres undefined),-15,35
CCOC(=O)c1c(C)sc(Sc2ccc(Cl)cc2[N+](=O)[O-])c1OC,-1,28
COc1ccccc1N1CC(C(=O)Nc2cccc(C(=O)O)c2)CC1=O (centres undefined),4,19
CN(C)S(=O)(=O)N(CC(=O)Nc1ccccc1F)c1ccccc1,-23,25
O=C(CCSc1nc(-c2ccco2)cc(C(F)(F)F)n1)N1CCN(c2ccccc2)CC1,-97,35
O=C(NCCCc1ccccc1)c1ccncc1,28,16
CCCCOc1ccc(C(=O)Nc2ccc(N3CCN(C)CC3)cc2)cc1,-17,24
CC(=O)Nc1ccc(S(=O)(=O)NCCC(=O)NCCc2ccc(F)cc2)cc1,-64,65
CC[C@H](C)[C@H](NC(=O)c1ccc(Cl)cc1)C(=O)OCC(=O)c1ccc2c(c1)NC(=O)CO2,-24,28
Cc1ccc(-c2nn3c(C)nnc3s2)cc1NC(=O)c1ccc(-c2cccc(Cl)c2)o1,-64,32
O=C(N=C1SCC(=O)N1c1ccccc1Cl)c1ccco1,-11,23
COCCOC(=O)C1=C(C)NC2=C(C(=O)CCC2)C1c1ccc(N(C)C)cc1 (centres undefined),-15,51
Fc1ccccc1COc1cccc(/C=N/n2cnnc2)c1,-25,26
Cc1ccc(NC(=O)CCn2cccc2)cc1Cl,-3,40
Cc1ccc(N2C(=O)C(Cl)=C(NCc3ccccc3)C2=O)c(C)c1,-24,49
Cc1ccc2c(c1)c1c3n2CCN(C(=O)Cn2c(-c4ccccc4)noc2=O)C3CCC1 (centres undefined),22,28
CC(C)c1ccc(S(=O)(=O)N2CCN(C(=O)c3cccc(F)c3)CC2)cc1,50,10
c1ccc(CSc2ncnc3c2cnn3Cc2ccccc2)cc1,3,27
CCOc1ccc(NC(=O)NCCCSC2CCCCC2)cc1,-17,47
O=C(c1ccc(-c2ccccc2)cc1)N1CCCC1,-14,46
CC(=O)c1c(C)[nH]c(C(=O)N2CCN(c3ncccn3)CC2)c1C,48,24
CCCN(CCC)c1nc2ccccc2n2c(C)nnc12,-52,30
O=C(Oc1cccc(C(=O)N2CCOCC2)c1)c1ccc(Br)cc1,17,17
O=C(c1cccc(F)c1)N1CCc2ccccc21,-4,23
O=C1c2ccccc2NC(c2c(Cl)cccc2Cl)N1Cc1ccccc1 (centres undefined),-72,68
CCN1C(=O)c2ccccc2S(=O)c2ccc(C(=O)N3CCCCCC3)cc21 (centres undefined),-3,46
O=C(O)C1(c2cccc(Cl)c2)CCC1,-24,37
CCN(CC)c1ccc(NC(=O)c2cc(Cl)ccc2OC)cc1,6,19
Cc1cc2c(c(=O)n1CCN(C)C)C(c1ccncc1)C(C#N)=C(N)O2 (centres undefined),-87,36
CC(=O)c1c(C(C)=O)c(C)n(-c2nc(-c3ccc(C)c(C)c3)c(C)s2)c1C,58,17

# Following part.
SMILES,mHtt clearance,mHtt clearance grain fraction
CCn1c(SCC(=O)c2cc(C)n(C)c2C)nnc1-c1ccccc1,10,16
O=C1CC(Nc2ccc(N3CCOCC3)cc2)C(=O)N1c1cccc(C(F)(F)F)c1 (centres undefined),-46,60
Cc1ccc(SCC(=O)N2CCc3ccccc32)cc1,-25,24
CCn1c(=O)c2c(nc(SCc3ccccn3)n2C)n(C)c1=O,5,20
Cc1ccc(OC(=O)c2ccc(N3CCOCC3)c([N+](=O)[O-])c2)cc1,51,11
C(=N\n1cnnc1)/c1ccccn1,16,36
CCOc1ccccc1N(CC(=O)NC(C)(C)C)C(=O)c1ccc(CN2CCOCC2)o1,4,36
CN(C)c1c([N+](=O)[O-])ncn1C,-20,21
O=C(CSc1nnc(C2CC2)n1Cc1ccccc1)NCc1ccccc1,64,14
COCCOCCn1c(CCCO)nc2ccccc21,39,12
Cc1c(C(=O)OCC(C)C)[nH]c2c1C(=O)CC(c1ccco1)C2 (centres undefined),20,25
CCN(CC)CCOC(=O)C1(c2ccccc2)CCOCC1,38,22

# Molecules from the list above containing an NH in an aromatic ring:
SMILES,mHtt clearance,mHtt clearance grain fraction
Cn1c(=O)c2[nH]c(Nc3ccccc3)nc2n(C)c1=O,55,8.7
Cc1ccc(NC(=O)CN(c2ccc3c(c2)OCO3)S(=O)(=O)c2c(C)n[nH]c2C)cc1,-248,116
CCN(CC)CCNC(=O)c1c(O)c2c([nH]c1=O)CCCC2,10,36
CC(NC(=O)CSc1nc2ccccc2c(=O)[nH]1)c1ccccc1 (centres undefined),-48,25
Oc1ccc(Br)cc1-c1cc(-c2ccc(Cl)cc2)n[nH]1,31,14
CC(=O)c1c(C)[nH]c(C(=O)N2CCN(c3ncccn3)CC2)c1C,48,24
Cc1c(C(=O)OCC(C)C)[nH]c2c1C(=O)CC(c1ccco1)C2 (centres undefined),20,25

# Continued.
SMILES,mHtt clearance,mHtt clearance grain fraction
CCOc1ccc(OCC)c(NC(=O)Cn2cccc2)c1,0,35
O=C(NCc1ccc(Cl)c(Cl)c1)c1ccco1,22,13
C=CCn1c(SCC(=O)Nc2c(C)cccc2C)nnc1-c1ccncc1,-39,29
Nc1cc(-c2ccccc2)nn1S(=O)(=O)c1ccc(Br)cc1,-431,249
COc1cc(O)oc1C=Nc1ccc(Cl)cc1Cl,10,27
O=C(NC1CCCCC1)C(c1ccco1)N(Cc1ccco1)C(=O)c1ccco1 (centres undefined),21,29
C/C(=N/NC(=O)c1ccccn1)c1ccco1,40,19
Cn1nc(-c2ccccc2F)c2cc(C(=O)N3CCN(C(=O)c4ccco4)CC3)sc21,-15,51
COC(=O)c1ccc2c(=O)n3c(nc2c1)SCC(c1ccccc1)=N3,-16,42
CCCCn1c(N)nc2ccccc21,44,18
O=C(NCc1ccccc1)c1cc2nc(C3CC3)cc(C(F)(F)F)n2n1,38,27
CC1=C(C(=O)Nc2ccccn2)C(c2cccnc2)n2nnnc2N1 (centres undefined),-8,40
Cn1c(=O)c2c(-c3ccc(C(C)(C)C)cc3)n(N3CCOCC3)cc2n(C)c1=O,-6,23
O=C(NCCc1ccccc1)C1CCCN(S(=O)(=O)c2cccs2)C1 (centres undefined),46,17
CCCCNC(=O)CN(C1CCCCC1)S(C)(=O)=O,37,13
COCc1[nH][nH]c(=O)c1C=Nc1ccccc1,38,13
Cc1c(C2Nc3ccccc3C(=O)N2O)cnn1C (centres undefined),-19,20
CCOC(=O)c1cnc(SC)nc1Sc1ccccc1Cl,15,18
CCCCOC(=O)c1ccc(OC(=O)c2cccnc2)cc1,9,34
CCOC(=O)c1c(-c2ccccc2)nnn1-c1nc(OC)nc(N2CCOCC2)n1,24,32
CCOc1cccc(N2C(=O)CC(NCc3ccc(S(N)(=O)=O)cc3)C2=O)c1 (centres undefined),4,37
Cc1ccc(N(O)C(=O)OCCNC(=O)Nc2ccccc2)cc1,-9,37
N#CC1=C(N)C(C#N)(C#N)C(c2ccc[nH]2)C2CCCC=C12 (centres undefined),-91,31

# Some of the compounds tested; rates above refer to the full screens.
